EPAC2 ag: qHTS for Agonist of cAMP-regulated guanine nucleotide exchange factor 4 (EPAC2): primary screen; Rap guanine nucleotide exchange factor 4 (Homo sapiens), Q8WZA2; EPAC2 activation, biochemical qHTS; response scale: 100% = 6.5 mM cAMP response; Potency, µM (doses to about 154 µM), for inactives: at the top dose activation, hits mostly activators; actives 0.079% (n = 360,000); AID 720711, 2013; also: potency is read from the fitted curve at half-maximal effect; nearly all actives have a fitted effect of over 50% in size
Target sequence (Q8WZA2 whole entry, looked up): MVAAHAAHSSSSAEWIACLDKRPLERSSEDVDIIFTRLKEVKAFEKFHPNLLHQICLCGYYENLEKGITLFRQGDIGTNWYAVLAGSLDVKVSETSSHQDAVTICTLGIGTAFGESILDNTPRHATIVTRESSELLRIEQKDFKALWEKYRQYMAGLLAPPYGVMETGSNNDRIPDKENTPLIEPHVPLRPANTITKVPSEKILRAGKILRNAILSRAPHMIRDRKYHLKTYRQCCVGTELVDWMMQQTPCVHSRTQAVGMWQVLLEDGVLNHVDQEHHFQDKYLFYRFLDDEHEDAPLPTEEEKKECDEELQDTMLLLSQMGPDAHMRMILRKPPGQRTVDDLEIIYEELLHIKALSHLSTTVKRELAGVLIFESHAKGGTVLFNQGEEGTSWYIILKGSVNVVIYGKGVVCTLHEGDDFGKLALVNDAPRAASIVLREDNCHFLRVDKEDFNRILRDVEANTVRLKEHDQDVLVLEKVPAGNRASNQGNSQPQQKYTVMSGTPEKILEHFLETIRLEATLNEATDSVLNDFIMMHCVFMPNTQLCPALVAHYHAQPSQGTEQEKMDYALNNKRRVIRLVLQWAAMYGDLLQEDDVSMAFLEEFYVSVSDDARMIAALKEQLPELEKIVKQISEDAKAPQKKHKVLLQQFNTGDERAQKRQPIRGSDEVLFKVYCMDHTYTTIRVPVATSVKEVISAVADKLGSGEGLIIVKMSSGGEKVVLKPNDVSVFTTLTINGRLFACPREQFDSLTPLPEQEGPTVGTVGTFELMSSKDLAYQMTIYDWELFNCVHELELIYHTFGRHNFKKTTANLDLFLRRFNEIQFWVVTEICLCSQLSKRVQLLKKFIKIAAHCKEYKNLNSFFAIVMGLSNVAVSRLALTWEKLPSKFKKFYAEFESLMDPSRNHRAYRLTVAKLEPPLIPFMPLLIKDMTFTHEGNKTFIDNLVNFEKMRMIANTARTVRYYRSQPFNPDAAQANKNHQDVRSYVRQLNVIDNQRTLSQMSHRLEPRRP
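In this primary screen, activation is scored as increased exchange of BODIPY-GDP from Rap1B by 100 nM EPAC2, with 50 uM GDP as competitor. Signal is normalized to the 6.5 mM cAMP agonist control.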
ATXN2 expr inh: Primary qHTS for Inhibitors of ATXN expression. actives 0.72% (n = 360,000). HEK-293 ATXN2-luciferase reporter, luminescence, 24 h. AID 1745845, 2022. Potency, µM (top dose mostly 57 µM), for the others: at the highest dose activity change, negative = inhibition, most hits filed as inhibitors; also: potency is read from the fitted curve at half-maximal effect; % is scaled to controls: 0 for no effect and ±100 for the full control effect; nearly all actives have a fitted effect of over 55% in size
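qHTS (up to 57 uM final) was run with 24 h compound exposure of reporter cells at 37 °C. Each well was multiplexed: SteadyGlo luminescence measured ATXN2-luciferase expression after a fluorogenic Gly-Phe-AFC viability readout (25 uM final).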
HepG2 tox: qHTS for Inhibitors of TGF-b: Cytotox Counterscreen. HepG2 CAGA-GFP viability, ATP luminescence, 18 h. Potency, µM (series often up to 46.1 µM), for the others: at the highest dose activity change, negative = cytotoxicity, usual class: cytotoxic. actives 0.76% (n = 410,000). AID 588856, 2011; also: potency is read from the fitted curve at half-maximal effect; some results filed as inactive show a strong effect at the top dose
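CellTiter-Glo luminescence gave cytotoxicity after 18 hours at 37 degrees C. The cells were HepG2 CAGA-GFP in 1% FBS DMEM, stimulated with 500 pg/mL TGF-beta after compound addition. %Activity was normalised to no-cell wells (complete cell-killing) and DMSO (no toxicity), and curves were fitted and classified.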
S2 tox: Viability Counterscreen for Primary qHTS for Inhibitors of ATXN expression. S2 cells (HEK-293 line with an ATXN2-luciferase reporter) viability, CellTiter-Fluor protease fluorescence, 24 h. Potency, µM (series often up to 56.7 µM), most hits filed as cytotoxic. actives 0.49% (n = 400,000); also: potency is read from the fitted curve at half-maximal effect; nearly all actives have a fitted effect of over 40% in size
Nrf2 ARE act: qHTS of Nrf2 Activators; AREc32 ARE-luciferase reporter (MCF7-derived line), luminescence, 24 h; Potency, µM (highest dose often 46.1 µM), for inactives: top-dose activation, most hits filed as activators; actives 0.31% (n = 410,000); AID 624171, 2012; also: potency is read from the fitted curve at half-maximal effect; % of control where 0% means no effect; nearly all actives have a fitted effect of over 65% in size
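Cells of the AREc32 ARE-luciferase line are plated in OPTI-MEM containing 5% FBS and left overnight at 37 deg C. Compounds are pinned in, incubation continues 24 hr, and firefly luciferase signal is then measured.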
Nrf2 block: Nrf2 qHTS screen for inhibitors; A549 ARE-Fluc reporter, luciferase luminescence, 18-24 h; Potency, µM (series often up to 46 µM), for inactives: at the highest dose activity change, negative = inhibition, hits mostly inhibitors; actives 2.1% (n = 360,000); AID 504444, 2011; also: potency is read from the fitted curve at half-maximal effect; % is scaled to controls: 0 for no effect and ±100 for the full control effect; nearly all actives have a fitted effect of over 60% in size
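In this cell-based qHTS, ARE-driven firefly luciferase in A549 cells reports Nrf2 activity; the luminescent signal after BugLite lysis is the measured value, with a prior CellTiter-Fluor read for cell health.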
A549 tox: Nrf2 qHTS screen for inhibitors: counterscreen for cytotoxicity; actives 0.16% (n = 390,000); A549 ARE-Fluc cells, CellTiter-Fluor viability, 18-24 h; Potency, µM (top dose mostly 46 µM), without a hit: top-dose activity change, negative = cytotoxicity, actives largely listed as inhibitors; also: potency is read from the fitted curve at half-maximal effect; % is scaled to controls: 0 for no effect and ±100 for the full control effect
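Cytotoxicity counterscreen: CellTiter-Fluor fluorescence was measured in A549 ARE_Fluc cells after 18-24 h of compound exposure in a concentration series. The subsequent BugLite luminescent read reports ARE-luciferase activity.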
TGFb SMAD3 inh: qHTS for Inhibitors of TGF-b. Potency, µM (highest dose often 46.1 µM), inactives show at the top dose activity, negative = inhibition, most hits filed as inhibitors. actives 1.2% (n = 410,000). HepG2 CAGA-GFP TGF-b/SMAD3 reporter, GFP fluorescence, 18 h; TGF-beta stimulated, 500 pg/mL final. AID 588855, 2011; also: potency is read from the fitted curve at half-maximal effect; % is scaled to controls: 0 for no effect and ±100 for the full control effect; nearly all actives have a fitted effect of over 65% in size
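Using HEPG2 CAGA-GFP reporter cells at 1000 cells/well, we pinned test compounds, stimulated with recombinant TGF-beta (500 pg/mL final) and measured total well GFP after 18 h.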
IL2 activator: qHTS of IL-2 Activators. AID 652025, 2013. IL-2 activation reporter assay, cell-based qHTS; stimulated with anti-CD3/CD4/CD28 beads; in transgenic mouse T cells. actives 0.065% (n = 360,000). activation, % (series mostly up to about 46 µM); in the data active = activation above about 50%; inconclusive = mostly about 30% to 49%; also: 0% is about no effect
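Unstimulated transgenic mouse T cells preincubated 60 min with compound, then stimulated with anti-CD3/anti-CD4-coated beads plus anti-CD28 for 18 h at 37 degrees C. IL-2 response read as EGFP and DsRed fluorescence by plate cytometry.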
An asterisk follows results filed as active; i = inactive; ? = inconclusive; . = not tested or not shown; [ ] = remark or other dose. Unless noted, calls follow the shape of the dose curve; as a rule, active = well fitted curve in the direction sought with a large enough effect; inconclusive = small, poorly fitted or top-dose-only effect, or another doubt; inactive = no such curve, though single readings can be large; an effect the other way counts as inactive or inconclusive.

SMILES	EPAC2 ag	ATXN2 expr inh	HepG2 tox	S2 tox	Nrf2 ARE act	Nrf2 block	A549 tox	TGFb SMAD3 inh	IL2 activator
Cc1noc(C)c1C(=O)N(C)CC(=O)Nc1ccc(F)c(F)c1F	7%	-7%	-38%	i	0.3%	7%	9%	-26%	0.5
CC(C)NC(=O)C12CC3CC(C1)CC(C(=O)NC(C)C)(C3)C2	3%	6%	3%	i	-0.2%	-1%	-1%	4%	-0.2
CCCNC(=O)N1CCC(c2ccc3c(c2)OCO3)CC1	3%	0%	-1%	i	-0.1%	12%	0%	3%	0.0
O=c1[nH][nH]c(-c2ccccc2)c1C=Nc1cccc(Cl)c1	-10%	-15%	-20%	i	0.2%	5%	-2%	0%	0.7
NC(=O)CN1C(=O)C(=O)N(Cc2ccc(Cl)cc2)C1=O	-3%	.	11%	i	0.1%	2%	-3%	-3%	-2.7
C/C(=N\NC(=O)c1ccc(-c2ccccc2)cc1)c1ccco1	12%	2%	-19%	i	0.5%	-9%	2%	-28%	-3.2
CCCCCC(=O)Nc1nc(C)c(-c2csc(Nc3cc(Cl)ccc3C)n2)s1	7%	-6%	-26%	?	-0.2%	15%	0%	10%	-0.7
CCOC(=O)CC(NS(=O)(=O)c1ccc2[nH]cc(C(=O)O)c(=O)c2c1)c1ccc(OCC)c(OC)c1 (configuration not stated)	11%	1%	10%	i	-0.8%	8%	-8%	3%	0.5
COc1ccc(/C=C/c2c(-c3ccc(OC)cc3)sc3cc(OC)c(OC)cc23)cc1	8%	-3%	-92%	i	3.3%	11%	3%	-2%	-0.4
O=C(CCn1nnc2ccccc21)OCC(=O)c1ccc(F)cc1	10%	2%	-5%	i	-0.7%	-1%	-3%	11%	-0.3
COc1cccc(C(=O)NCCN2CCN(c3ccccc3)CC2)c1	8%	2%	-14%	i	0.3%	?	-8%	-2%	0.3
Fc1ccc(-n2cc(CNCCc3cccnc3)c(-c3ccccc3Cl)n2)cc1	1%	-24%	-20%	?	3.3%	?	?	?	-0.6
N#C/C(=C(/O)COC(=O)c1ccc2c(c1)OCCO2)c1nc2ccccc2[nH]1	-10%	9%	16µM*	?	0.2%	-27%	-15%	-6%	13
CCOC(=O)c1ccc(S(=O)(=O)N2CCN(C3CC(=O)N(c4ccc(OC)cc4)C3=O)CC2)cc1 (configuration not stated)	3%	-2%	5%	i	-1.1%	7%	-7%	2%	1.9
COc1ccccc1N(CC(=O)NCc1ccccc1C)S(=O)(=O)c1ccc(C)cc1	13%	-15%	2%	i	1.9%	-30%	2%	11%	0.0

Profiles from above.
Entry for NC(=O)CN1C(=O)C(=O)N(Cc2ccc(Cl)cc2)C1=O = EPAC2 ag: -3%; ATXN2 expr inh: .; HepG2 tox: 11%; S2 tox: i; Nrf2 ARE act: 0.1%; Nrf2 block: 2%; A549 tox: -3%; TGFb SMAD3 inh: -3%; IL2 activator: -2.7
Entry for COc1cccc(C(=O)NCCN2CCN(c3ccccc3)CC2)c1 = EPAC2 ag: 8%; ATXN2 expr inh: 2%; HepG2 tox: -14%; S2 tox: i; Nrf2 ARE act: 0.3%; Nrf2 block: ?; A549 tox: -8%; TGFb SMAD3 inh: -2%; IL2 activator: 0.3

(cont.)
SMILES	EPAC2 ag	ATXN2 expr inh	HepG2 tox	S2 tox	Nrf2 ARE act	Nrf2 block	A549 tox	TGFb SMAD3 inh	IL2 activator
O=c1nc(N2CCOCC2)nc2n1CCO2	-1%	-13%	1%	i	0.1%	.	-12%	-3%	-0.5
COc1cccc(CNC(=O)CCc2c(C)nc3c4c(C)cc(C)nc4nn3c2C)c1	.	.	-8%	.	0.2%	-11%	-11%	.	.
CC1(Oc2cccc(Cl)c2)CCN(Cc2ccc(OC(F)(F)F)cc2)C1 (configuration not stated)	-4%	4%	-33%	i	-0.7%	.	.	-10%	0.2
COc1ccc([N+](=O)[O-])cc1Nc1ncnc2ccccc12	-1%	-2%	-2%	i	-0.5%	-16%	2%	-26%	-3.1
Cc1ccc(S(=O)(=O)N(CCC(=O)NCc2ccccc2F)c2ccccc2)cc1	8%	5%	-2%	i	3.1%	-5%	-4%	4%	0.1
CCc1nc2ccc(C(=O)Nc3cc(-c4ccccc4)ccc3OC)cn2c1N(C)C(=O)c1cccc(OC)c1	9%	-11%	-11%	i	4.6%	.	.	-28%	-0.7
Cc1ccccc1C(=O)NCC(=O)OCCCOC(=O)CNC(=O)c1ccccc1C	0%	1%	-3%	i	0.0%	1%	2%	-1%	-0.7
O=C1CCC(C(=O)NCc2ccccc2)N1 (configuration not stated)	6%	-8%	-6%	i	-0.1%	-8%	-3%	-5%	1.5
CCCOc1ccc(CNC(=S)Nc2ccccc2)cc1Cl	13%	0%	-20%	i	-0.9%	?	11%	0%	-1.5
CC(=O)c1ccc(N(C(=O)Cn2nnc3ccccc32)C(C(=O)NC2CCCCC2)c2cn(C)nc2C)cc1 (configuration not stated)	0%[15.6 µM]	1%	10%	i	2.8%	-6%	3%	-25%	-0.4
O=C(N/N=C/c1cccs1)/C(=C/c1ccccc1)NC(=O)c1ccccc1	1%	3%	-2%	i	2.9%	15%	2%	7%	-4.0
O=C(NC1CC(=O)c2sccc21)c1cccc(C(F)(F)F)c1 (configuration not stated)	1%	-8%	-39%	i	3.7%	1%	3%	-15%	0.0
O=C(COC(=O)[C@@H]1CCCN1C(=O)c1cccs1)Nc1cccc([N+](=O)[O-])c1	9%	-19%	-10%	i	?	-11%	-2%	17%	0.8
NC(=O)C1=C[C@@H](c2ccccc2)C[C@@H](OCc2ccc(CO)cc2)O1	-2%	-2%	-18%	i	3.8%	-9%	-3%	2%	0.5
CCCCn1c(N)c(N(CCOC)C(=O)CSc2ccc([N+](=O)[O-])cc2)c(=O)[nH]c1=O	6%	-6%	11%	i	-0.7%	-1%	-2%	2%	-0.4

Arranged by length of the SMILES (rising): some entries from above.
SMILES	EPAC2 ag	ATXN2 expr inh	HepG2 tox	S2 tox	Nrf2 ARE act	Nrf2 block	A549 tox	TGFb SMAD3 inh	IL2 activator
O=C1CCC(C(=O)NCc2ccccc2)N1 (configuration not stated)	6%	-8%	-6%	i	-0.1%	-8%	-3%	-5%	1.5
CCCOc1ccc(CNC(=S)Nc2ccccc2)cc1Cl	13%	0%	-20%	i	-0.9%	?	11%	0%	-1.5
O=C(NC1CC(=O)c2sccc21)c1cccc(C(F)(F)F)c1 (configuration not stated)	1%	-8%	-39%	i	3.7%	1%	3%	-15%	0.0

(listing goes on)
SMILES	EPAC2 ag	ATXN2 expr inh	HepG2 tox	S2 tox	Nrf2 ARE act	Nrf2 block	A549 tox	TGFb SMAD3 inh	IL2 activator
CCCCN(CC)C(=O)c1nn(-c2ccc(OC)cc2)c(=O)c2c1c1ccccc1n2C	.	?	-35%	.	8.8%	-8%	-9%	?	.
CC(=O)c1cccc(NC(=O)N2CCOCC2)c1	1%	0%	-2%	i	0.2%	15%	-1%	-3%	-0.8
CCOC(=O)C1CCN(C(=O)Cn2ncc3c4ccccc4n(Cc4ccccc4)c3c2=O)CC1	.	.	-31%	.	-0.4%	-3%	0%	?	.
CC(=O)NC(NC(=S)Nc1cccc(Br)c1)C(Cl)(Cl)Cl (configuration not stated)	-4%	-6%	7%	i	-1.8%	-10%	0%	-1%	-0.5
O=C(COC(=O)/C=C/c1cccc(F)c1)NC1CCCC1	-1%	-1%	-4%	i	5.4%	14%	5%	-12%	-1.1
Cc1cc(O)c(C(c2ccc(Cl)cc2)N2CCN(c3ccccc3)CC2)c(=O)n1Cc1ccco1 (configuration not stated)	.	.	0%	.	-0.9%	.	0%	2%	.
CC(C)(C)NS(=O)(=O)c1ccc2c(c1)oc(=O)c1cc(S(=O)(=O)NC(C)(C)C)ccc12	-2%	1%	5%	i	0.0%	-11%	0%	-6%	-0.8
CC1Cc2ccccc2N1C(=O)CSc1nc(-c2ccccc2)cs1 (configuration not stated)	6%	.	-40%	i	3.2%	?	8%	-1%	-4.6
CC(C)Oc1ccc(Br)cc1C(=O)N/N=C/c1c[nH]c2ccccc12	1%	3%	-8%	i	0.6%	?	0%	3%	-0.7
O=C(Nc1ccc(Cl)c(S(=O)(=O)N2CCCCC2)c1)C1=COCCO1	3%	2%	-11%	i	-0.3%	?	1%	2%	-3.5
O=C(COC(=O)c1cccc(S(=O)(=O)NCc2ccccc2)c1)c1ccc2c(c1)OCCO2	-2%	?	-23%	i	0.5%	41%	2%	-2%	-0.6
N#CCC(=O)N/N=C/c1cn(Cc2cccc3ccccc23)c2ccccc12	-1%	.	-24%	i	-0.8%	-13%	1%	?	-0.6
CC1OC(C2CCCCC2)Cc2[nH]c(=S)[nH]c(=O)c21 (configuration not stated)	5%	-8%	.	?	0.4%	.	.	.	-0.2
Cc1ccc(CN(Cc2cc3cc(C)ccc3[nH]c2=O)C(=O)N2CCOCC2)cc1	-1%	-4%	-29%	i	0.1%	11%	-1%	-6%	1.8
C=CCn1c(-c2c(C)nc3cc(C)ccn23)n[nH]c1=S	11%	-5%	-1%	i	0.0%	-11%	-3%	-20%	-4.8
Cn1nnnc1SCC(=O)Nc1ccccc1C(=O)NC1CC1	-2%	5%	13%	i	-0.4%	3%	0%	0%	0.3
CCCCNS(=O)(=O)C1CCS(=O)(=O)C1 (configuration not stated)	2%	3%	-3%	i	0.1%	2%	-8%	-3%	0.6
COc1cccc(NC(=O)CCc2nnc3ccc(N4CCC(C)CC4)nn23)c1	-2%	-6%	-4%	i	-0.3%	-16%	-5%	-2%	-3.5

Screening results: PubChem, National Center for Advancing Translational Sciences (NCATS)
